High-throughput results from PubChem.
TSHR antag: human thyrotropin receptor antagonism; 330,000 tested, 0.2% active; P16473; TSHR-expressing cells, TSH-stimulated cAMP HTRF, 2 h; hits give low values; activity change, negative = inhibition, % at 11.5 µM;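 active = activity change below a set negative limit, meaning inhibition stronger than a set level, cut at about -70% in these data; inconclusive = activity change between two set negative limits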; note: % is set by controls: 0 for no effect and ±100 for the full control effect
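TSHR-expressing cells, 200/well, pre-treated with compound, then stimulated with EC80 TSH (4nM final) for 2 hours at 37 deg C. cAMP measured by competitive HTRF: anti-cAMP cryptate antibody in lysis buffer plus cAMP-d2, read after 30 minutes at room temperature.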
A-T KAP1 phos: candidate therapy for ataxia-telangiectasia | […] A-T fibroblasts, KAP-1 phosphorylation AlphaLISA; neocarzinostatin DNA damage 30 min before lysis | Potency, µM (top dose mostly 57.5 µM), without a hit: at the top dose activation, actives largely listed as activators | 320,000 tested, 0.19% active | AID 485349; note: potency is the fitted concentration of half-maximal effect; % of control where 0% means no effect; nearly all actives have a fitted effect of over 45% in size
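ATM-like activity read as KAP-1 phosphorylation via AlphaLISA donor/acceptor antibody pairs after lysis and 6 hr at 25C. Cells were ATM-null patient fibroblasts ([…], hTERT), dosed 60 min, then exposed to the DSB inducer NCS for 30 min.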
USP2a inh: USP2a (human) protease inhibition; USP2 core, Ub-CHOP2 coupled fluorogenic reporter, 485/531; Potency, µM (doses to about 38.3 µM), for the others: at the top dose activity change, negative = inhibition, most hits filed as inhibitors; 330,000 tested, 0.01% active; AID 463254;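 note: potency is the fitted concentration of half-maximal effect; plate controls were DMSO wells for no effect and full inhibition by NEM control for full effect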
Target sequence (O75604 whole entry, looked up): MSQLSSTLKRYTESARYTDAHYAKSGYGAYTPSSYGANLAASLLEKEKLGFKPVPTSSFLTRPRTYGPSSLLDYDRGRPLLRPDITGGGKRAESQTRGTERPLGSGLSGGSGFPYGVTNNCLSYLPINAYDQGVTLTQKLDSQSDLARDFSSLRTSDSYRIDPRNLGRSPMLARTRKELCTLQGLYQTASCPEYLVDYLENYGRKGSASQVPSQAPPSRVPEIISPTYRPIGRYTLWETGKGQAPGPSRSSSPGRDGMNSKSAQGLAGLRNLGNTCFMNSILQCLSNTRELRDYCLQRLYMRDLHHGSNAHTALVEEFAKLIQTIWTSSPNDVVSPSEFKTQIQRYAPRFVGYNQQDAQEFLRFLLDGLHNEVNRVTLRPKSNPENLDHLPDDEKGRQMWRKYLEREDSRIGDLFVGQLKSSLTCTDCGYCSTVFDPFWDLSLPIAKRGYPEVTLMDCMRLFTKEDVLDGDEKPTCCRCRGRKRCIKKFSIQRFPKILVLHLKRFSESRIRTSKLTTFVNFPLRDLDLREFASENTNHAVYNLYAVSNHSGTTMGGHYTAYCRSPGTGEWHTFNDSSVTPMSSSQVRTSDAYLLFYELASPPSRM
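Cell-free coupled assay: 10nM USP2 core preincubated 30min RT with compound in Tris-HCl pH 8.0/CaCl2/CHAPS buffer, then 25nM Ub-CHOP2 and 25nM reporter substrate; fluorescence (Ex 485/Em 531) read after 60min RT, normalized to NEM inhibition, concentration-response curves fitted.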
TRPV1 ag: agonists of human vanilloid receptor 1 (TRPV1); Q8NER1; TRPV1-expressing cells, Fluo-8 calcium influx, agonist mode; activation, % at 8.33 µM; 320,000 tested, 0.19% active; AID 540275; in the data active = activation above about 80%; inconclusive = between about 30% and that limit; note: 0% is about no effect
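TRPV1-expressing cells were cultured overnight at 35.5C and loaded with Fluo-8 calcium dye for 40 to 90 min at room temperature. After a 10 s baseline, compound was added and calcium influx was read kinetically for 3 min (ex 480/em 520 nm).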
KCNH2 3.1 block: KCNH2 3.1 (human) potassium channel inhibition. U2OS KCNH2 3.1, thallium flux FluxOr; hits give low values. 340,000 tested, 0.95% active. activity change, % (tested at about 1.8 µM). AID 720553;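 active = maximum activity change below -70%; inconclusive = maximum activity change from -70% to -50%; inactive = maximum activity change above -50%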;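 note: thallium influx rate constant from kinetic fluorescence after stimulation buffer; % is set by controls: 0 for no effect and ±100 for the full control effect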
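Steps: virus added to U2OS suspension (4 h, RT, dark); medium with 10% FBS added, cells plated, 37 C overnight; FluxOr/Red40 loading buffer 45 min RT; stimulation buffer, 2 min kinetic read; rate constant normalized.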
KCNH2 WT inh: inhibitors of human wildtype KCNH2 potassium channel. activity change, % at 1.84 µM. 340,000 tested, 0.37% active. Q12809. U2OS, BacMam KCNH2, thallium flux FluxOr; hits give low values;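 active = maximum activity change below -70%; inconclusive = maximum activity change between -70% and -50%; inactive = maximum activity change above -50%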; note: % is set by controls: 0 for no effect and ±100 for the full control effect
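U2OS cells were transduced with wild-type KCNH2 virus (2.03 x 10^8 / mL) for 4 h at room temperature, then cultured overnight at 37 C. Thallium flux was read with FluxOr dye. Rate constants were normalized to DMSO controls.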
TCR activator: activators of T cell receptors | 330,000 tested, under 10 active | Potency, µM (series often up to 9.22 µM), inactives show at the highest dose activation of IL-2 secretion, usual class: activators | primary human leukocytes, anti-CD3, IL-2 HTRF, 48 h; note: % of control where 0% means no effect
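Compounds are tested in HTS on primary human leukocytes co-incubated with a-CD3 beads for 48 hr. IL-2 output is measured by time-resolved FRET.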
ELG1 repair inh: ELG1-dependent DNA repair inhibition. AID 504467. 330,000 tested, 2.3% active. HEK293T ELG1-luciferase reporter, luminescence, 16 h; DNA damage induced by 5-fluorouridine. Potency, µM (series often up to 46.1 µM), inactives show top-dose activity change, negative = inhibition, most hits filed as inhibitors; note: potency is the fitted concentration of half-maximal effect; % is set by controls: 0 for no effect and ±100 for the full control effect; nearly all actives have a fitted effect of over 55% in size
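In this reporter screen, reduction of luminescence relative to DMSO vehicle indicated activity. Compounds and 5-fluorouridine were added together to 2,000 cells per well, incubated for 16 hr at 37 °C, then developed with ONE-Glo.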
Eya2 inh: inhibitors of human Eya2 phosphatase activity. O00167. recombinant Eya2, OMFP fluorescence dephosphorylation (OMFP is methylfluorescein phosphate). Potency, µM (doses to about 76.9 µM), inactives show top-dose activity, negative = inhibition, most hits filed as inhibitors. 330,000 tested, 0.006% active. AID 488837; note: potency is the fitted concentration of half-maximal effect; % is set by controls: 0 for no effect and ±100 for the full control effect
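Eya2 (0.2 uM) preincubated 10 min at ambient with compound, then OMFP substrate added at 50 uM; 10 min reaction in 50 mM HEPES pH 7.5, 50 mM NaCl, 5 uM MgCl2, 0.05% BSA, 1 mM DTT. Fluorescence read at Ex 485/Em 525 nm.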
Mito fusion yeast: mitochondrial division inhibition or fusion activation | S. cerevisiae fusion-defective mutant growth rescue, CellTiterGlo 48 h | 320,000 tested, 0.23% active | AID 485298 | Potency, µM (series often up to 46.1 µM), without a hit: top-dose growth rescue (activation), hits mostly activators;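 note: potency is the fitted concentration of half-maximal effect; % of control where 0% means no effect; nearly all actives have a fitted effect of over 45% in size; temperature-sensitive fusion mutants such as fzo1-1 at 37 °C on non-fermentable ethanol glycerol medium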
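S. cerevisiae fusion-defective temperature-sensitive mutants (e.g. fzo1-1, mgm1-5) grown 48 h at 37C in YPEG (ethanol/glycerol non-fermentable) medium with 23 nl compound per well; growth rescue read as CellTiterGlo luminescence.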
The depositor's hits bear a star; ? = inconclusive; . = no result given; [ ] = dose if it differs, or a comment. Unless noted, calls come from the whole dose curve; as a rule, active = well fitted curve in the direction sought with a large enough effect; inconclusive = small, poorly fitted or top-dose-only effect, or another doubt; inactive = no such curve, though single readings can be large; an effect the other way counts as inactive or inconclusive.

Results follow in this order: TSHR antag	A-T KAP1 phos	USP2a inh	TRPV1 ag	KCNH2 3.1 block	KCNH2 WT inh	TCR activator	ELG1 repair inh	Eya2 inh	Mito fusion yeast
> COc1cccc(CNC(=O)CCCc2c[nH]c3ccccc23)c1
  37	-3%	-1%	?	-3	0	1%	10%	5%	-2%
> O=C(N/N=C/c1cccc(C(F)(F)F)c1)c1ccccc1O
  -7	8%	-1%	?	-5	3	.	20%	-19%	-4%
> CC(C)n1nc(C(=O)NCCc2ccc(S(N)(=O)=O)cc2)c2ccccc2c1=O
  -5	18%	1%	6	.	9	-3%	-19%	-3%	0%
> COc1cc(/C=N/n2cnnc2)ccc1Oc1nc(Cl)ncc1F
  1	0%	1%	-2	-2	-1	.	?	5%	-8%
> CCOP(=O)(Nc1ccc2oc(=O)c3ccccc3c2c1)OCC
  4	0%	-12%	-3	5	3	-3%	?	8%	7%
> CCOc1ccc(NC(=O)C2CC(=O)N(Cc3ccco3)C2)cc1 (configuration not stated)
  4	-3%	0%	1	8	10	1%	6%	-22%	0%
> OCCN1CCN(c2nc(-c3ccccc3)nc3c2oc2ccccc23)CC1
  11	12%	-8%	.	3	-1	-2%	?	11%	-5%
> Cc1cc(C)c2oc(C(=O)NCc3ccccc3)cc(=O)c2c1
  -14	3%	3%	10	-10	-10	-5%	-2%	-18%	12%
> CCc1ccc(OCC(=O)Nc2ccc(S(=O)(=O)N3CCOCC3)cc2)cc1
  -2	-4%	0%	-6	-41	30	3%	16%	25%	5%
> CCc1ccc(S(=O)(=O)Nc2ccc(-c3ccc4nnc(C)n4n3)cc2)s1
  1	.	-1%	1	6	-21	.	?	-5%	1%
> O=c1ccc(Oc2nc(N3CCCCC3)nc(N3CCCCC3)n2)n[nH]1
  -23	0%	1%	8	13	1	-3%	?	-2%	4%
> CC(C)OC(=O)C(NC(=O)c1ccccc1)=C1CCCCC1
  5	6%	-1%	-5	-1	1	-2%	0%	-6%	1%
> CC1=C(C(=O)Nc2ccccc2C(=O)NCCCN2CCN(C)CC2)SCCO1
  3	-3%	1%	-7	15	-1	0%	23%	7%	4%
> CCn1cc(C2=NC(C(C)C)CO2)c2ccccc21 (configuration not stated)
  1	-1%	1%	15	2	30	8%	28%	-1%	-12%
> O=c1oc(-c2ccccc2Br)nc2ccccc12
  -5	-1%	-2%	0	-11	0	3%	14%	2%	1%
> COc1ccc(-c2cn3cccnc3n2)cc1NC(=O)CC(C)C
  3	8%	2%	-3	-2	8	2%	-10%	-2%	-1%
> O=C(CN1CCCC1)NCC1(c2ccccc2)CCOCC1
  2	-4%	-4%	4	0	-8	-3%	-9%	-19%	-1%
> CCOC(=O)c1sc2ncnc(Nc3cccc(C(=O)O)c3)c2c1C
  37	1%	-1%	-6	-1	-1	12%	?	5%	-1%
> Cc1cccc(Nc2ccccc2C(=O)OCC(=O)N2CCOCC2)c1C
  -8	11%	2%	?	-12	-16	10%	1%	-7%	1%
> O=C(NNC(=O)C12CC3CC(CC(C3)C1)C2)c1ccccc1F
  1	-4%	0%	13	-8	4	-2%	7%	2%	4%

3 compounds picked at random from those above, as already listed:
Results follow in this order: TSHR antag	A-T KAP1 phos	USP2a inh	TRPV1 ag	KCNH2 3.1 block	KCNH2 WT inh	TCR activator	ELG1 repair inh	Eya2 inh	Mito fusion yeast
> O=C(NNC(=O)C12CC3CC(CC(C3)C1)C2)c1ccccc1F
  1	-4%	0%	13	-8	4	-2%	7%	2%	4%
> COc1ccc(-c2cn3cccnc3n2)cc1NC(=O)CC(C)C
  3	8%	2%	-3	-2	8	2%	-10%	-2%	-1%
> CCOC(=O)c1sc2ncnc(Nc3cccc(C(=O)O)c3)c2c1C
  37	1%	-1%	-6	-1	-1	12%	?	5%	-1%

Next compounds
Results follow in this order: TSHR antag	A-T KAP1 phos	USP2a inh	TRPV1 ag	KCNH2 3.1 block	KCNH2 WT inh	TCR activator	ELG1 repair inh	Eya2 inh	Mito fusion yeast
> CC(C)c1ccc(NC(=O)C2CCN(S(=O)(=O)c3ccc4c(c3)C(C)(C)C(=O)N4C)CC2)cc1
  -11	-3%	-1%	2	5	6	3%	?	-2%	2%
> Cc1csc(Sc2ccc(C(=O)OCC(=O)Nc3ccc(OC(F)(F)F)cc3)cc2[N+](=O)[O-])n1
  2	-6%	-2%	-2	7	-7	3%[46.1 µM]	10%	2%	-9%
> O=C(Cc1ccccc1)Nc1ccc(N2CCCC2)cc1
  6	.	-18%	0	1	9	3%	?	-5%	-1%
> c1ccc(CN2CCC(Nc3nc(-c4ccccc4)nc4ccccc34)CC2)cc1
  -3	-3%	4%	1	?	-48	0%	?	-6%	6%
> S=c1[nH]nc(-c2cccnc2)n1/N=C/C(Cl)=C\c1ccccc1
  -14	1%	-1%	6	-5	-5	2%[46.1 µM]	?	-3%	3%
> CCOC(=O)c1c(NC(=O)CSC(=S)N2CCOCC2)sc(C)c1C
  5	1%	5%	?	7	-2	0%[46.1 µM]	?	-7%	24%
> COc1ccccc1NC(=S)N1CCC(NC(=O)C23CC4CC(CC(C4)C2)C3)CC1
  20	5%	-1%	2	1	10	1%	-1%	-7%	-1%
> CCOC(=O)/C=c1\s/c(=C\c2ccc(-c3ccccc3)cc2)c(=O)n1CC(=O)NCc1ccc2c(c1)OCO2
  20	10%	3%	1	15	2	-1%[46.1 µM]	7%	-4%	7%
> Cc1ccc(Sc2ccc(NC(=O)CCN3C(=O)NC4(CCCC4)C3=O)cc2)c(C)c1
  -8	-8%	1%	?	?	18	-10%	-18%	5%	11%
> CN(c1ccccc1C(=O)N1CCc2ccccc2C1)S(C)(=O)=O
  8	-5%	-5%	17	-17	-1	0%	?	-12%	-3%
> O=C(OCc1nc2ccc(Cl)cc2n1CCO)c1ccccc1
  5	4%	1%	17	1	-12	2%[46.1 µM]	13%	3%	0%
> COC(=O)c1ccc(OC(=O)c2ccncc2)cc1O
  0	-3%	5%	1	6	0	0%	16%	2%	-3%
> CCCc1cc(=O)oc2cc(OCC(=O)OC)cc(OCC(=O)OC)c12
  -3	3%	-1%	8	.	.	.	3%	1%	-2%
> C[C@@H]1CCCCCCCCC(=O)OCCN(C(=O)OC(C)(C)C)[C@H](C)CCCCCCCCC(=O)OCCN1C(=O)OC(C)(C)C
  -1	-1%	2%	.	-5	-1	-19%	?	-31%	.
> C=CCn1c(CSc2ccccc2[N+](=O)[O-])n[nH]c1=S
  -3	4%	1%	7	9	-4	-2%	0%	10%	-17%
> O=c1c2ccccc2nc(/C=C/c2ccc([N+](=O)[O-])o2)n1CCCO
  32	4%	1%	-2	3	10	3%	15µM*	7%	-20%
> COC(CNC(=O)C(C)n1nc(C)c2ccccc21)OC (configuration not stated)
  16	1%	-2%	-1	13	-10	10%	7%	7%	0%
> COc1ccc(NC(=O)C2CCCN(S(=O)(=O)c3ccc4c(c3)CCCN4C(C)=O)C2)cc1 (configuration not stated)
  10	3%	3%	-3	1	-1	-6%	?	3%	?
> CCCCNc1n[n+](C)c(-c2cccc(C)c2)s1
  -1	9%	3%	10	.	.	.	22%	-8%	-6%
> OCCC#Cc1ccc(CN2CCN(Cc3ccsc3)C(CCO)C2)cc1 (configuration not stated)
  3	-4%	1%	18	-3	-1	-3%	-2%	1%	-4%
> Nc1nc2nc(SCC(=O)N3CCCc4ccccc43)[nH]c2c(=O)[nH]1
  1	-2%	-1%	6	.	.	.	-1%	-4%	0%
> CCc1nnc(NC(=O)c2nn(-c3ccccc3)nc2C)s1
  -6	-4%	-1%	9	10	2	4%	-25%	0%	3%
> CN(c1ccccc1)S(=O)(=O)c1cccc(Cl)c1Cl
  -7	8%	-1%	1	1	4	3%	-2%	0%	-8%
> C=CCN(c1ccccc1)S(=O)(=O)c1ccc2[nH]cc(C(=O)NCCOC)c(=O)c2c1
  ?	-2%	-2%	-1	3	-2	-1%	-7%	5%	-3%
> O=C(CN1C(=O)NC(Cc2c[nH]c3ccccc23)C1=O)NCCc1ccc(F)cc1 (configuration not stated)
  12	11%	1%	3	-14	0	12%	-10%	6%	-1%
> Cc1ccccc1C(=O)N1CCC(C(=O)N2CCN(c3ncccn3)CC2)CC1
  -10	8%	1%	-1	12	-1	2%	-3%	7%	2%

Looked up above:
In KCNH2 WT inh, C=CCN(c1ccccc1)S(=O)(=O)c1ccc2[nH]cc(C(=O)NCCOC)c(=O)c2c1 shows -2
In Mito fusion yeast, Nc1nc2nc(SCC(=O)N3CCCc4ccccc43)[nH]c2c(=O)[nH]1 shows 0%

Only part of the results is shown, so the mix of outcomes need not match the whole.
